High-throughput results: PubChem BioAssay, National Center for Advancing Translational Sciences (NCATS)
IP6K1 inhibitor: inhibitors of human IP6K1; Q92551; IP6K1 kinase, ADP-Glo luminescence, 2 h; hits give low values; activity change, % (series mostly up to about 58 µM); hit rate 0.81% among 140,000; in the data active = activity change below about -25%
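ADP-Glo luminescence measures ADP made by human IP6K1 during a 2 h RT reaction with ATP/IP6 (mix at 1.3 mM/130 uM); top library doses 57.5 and 19.1 uM final.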
SNCA expr inh: SNCA gene expression inhibition; HEK-293 SNCA-luciferase knock-in, luminescence, 24 h; Potency, µM (titrated, usually from 57.2 µM), without a hit: at the highest dose activity change, negative = inhibition, most hits filed as inhibitors; hit rate 0.17% among 140,000; AID 1671194;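 note: potency is the fitted concentration of half-maximal effect; plate controls were DMSO cells for no effect and cell-free wells for full effect; nearly all actives have a fitted effect of over 45% in size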
GPT2 inh: inhibitors of human GPT2 alanine aminotransferase. Recombinant GPT2, coupled pyruvate oxidase/HRP Amplex Red fluorescence. Potency, µM (highest dose often 57.7 µM), without a hit: top-dose activity change, negative = inhibition, usual class: inhibitors. Q8TD30. hit rate 0.25% among 100,000; note: potency is the fitted concentration of half-maximal effect; nearly all actives have a fitted effect of over 60% in size; many of its hits are not listed in these tables
Target sequence (Q8TD30 whole entry, looked up): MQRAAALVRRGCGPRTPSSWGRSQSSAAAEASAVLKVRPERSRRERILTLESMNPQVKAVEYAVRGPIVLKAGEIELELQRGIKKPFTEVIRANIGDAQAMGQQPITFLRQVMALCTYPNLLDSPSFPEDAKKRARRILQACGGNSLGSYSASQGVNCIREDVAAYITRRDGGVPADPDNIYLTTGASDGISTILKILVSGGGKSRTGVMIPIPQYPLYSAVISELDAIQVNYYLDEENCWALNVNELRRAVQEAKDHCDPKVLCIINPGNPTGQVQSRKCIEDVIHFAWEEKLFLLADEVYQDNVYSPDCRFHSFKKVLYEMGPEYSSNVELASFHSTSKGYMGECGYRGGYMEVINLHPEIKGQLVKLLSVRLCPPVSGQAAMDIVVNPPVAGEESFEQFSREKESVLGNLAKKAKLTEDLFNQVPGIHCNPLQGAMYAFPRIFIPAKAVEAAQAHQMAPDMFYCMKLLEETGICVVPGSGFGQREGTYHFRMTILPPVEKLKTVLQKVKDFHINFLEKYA
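Recombinant GPT2 (10ng/uL) with 250uM a-KG and 2mM L-alanine, 30 min at room temperature, in HEPES pH 7.5 buffer. Pyruvate detected by pyruvate oxidase/HRP/Amplex Red fluorescence after 30 min in the dark; AOA (50uM) as positive control.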
FLuc inh: blocks purified firefly luciferase enzyme activity; P08659; purified P. pyralis luciferase, luminescence, biochemical; Potency, µM (series often up to 115 µM), inactives show at the highest dose activity change, negative = inhibition, actives largely listed as inhibitors; hit rate 2.5% among 76,000; AID 1347043; note: potency is the fitted concentration of half-maximal effect; nearly all actives have a fitted effect of over 65% in size
Target sequence (P08659 whole entry, looked up): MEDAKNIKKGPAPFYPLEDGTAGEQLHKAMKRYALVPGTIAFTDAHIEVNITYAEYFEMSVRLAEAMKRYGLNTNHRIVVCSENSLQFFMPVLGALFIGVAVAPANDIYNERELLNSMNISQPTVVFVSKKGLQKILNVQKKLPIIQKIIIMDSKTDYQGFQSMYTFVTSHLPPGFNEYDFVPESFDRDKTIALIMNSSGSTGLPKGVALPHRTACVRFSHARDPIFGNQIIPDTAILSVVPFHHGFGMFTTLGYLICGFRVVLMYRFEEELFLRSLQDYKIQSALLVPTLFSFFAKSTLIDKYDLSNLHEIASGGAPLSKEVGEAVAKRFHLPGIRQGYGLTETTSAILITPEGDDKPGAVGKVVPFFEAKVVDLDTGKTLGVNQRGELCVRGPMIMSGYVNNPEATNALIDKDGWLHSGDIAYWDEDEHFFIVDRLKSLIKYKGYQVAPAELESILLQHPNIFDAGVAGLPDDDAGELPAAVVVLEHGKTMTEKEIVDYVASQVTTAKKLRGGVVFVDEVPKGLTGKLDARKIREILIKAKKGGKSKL
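Purified 10nM P. pyralis luciferase with 10uM D-luciferin and 10uM ATP in 50mM Tris acetate pH 7.5, 10mM Mg acetate, 0.01% Tween-20, 0.05% BSA. qHTS titration; luminescence read by CCD imager.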
SNCA viab count: reduces viability of HEK-293 SNCA reporter cells. HEK-293-SNCA-luc viability, GF-AFC fluorescence, 24 h. Potency, µM (series often up to 57.1 µM), for inactives: at the highest dose activity change, negative = cytotoxicity, actives largely listed as cytotoxic. hit rate 0.12% among 150,000. AID 1671193;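 note: potency is the fitted concentration of half-maximal effect; 0% = DMSO-treated cells and -100% = medium-only wells without cells; nearly all actives have a fitted effect of over 30% in size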
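HEK-293-SNCA-luc cells (1500/well) plated 24 h, then exposed 24 h to a dilution series; GF-AFC added 30 min at 37C, fluorescence 405/540 nm; normalised to medium-only and DMSO wells, Hill fit.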
HEK293 tox: kills HEK 293 cells. hit rate 6.6% among 94,000. Potency, µM (titrated, usually from 115 µM), inactives show top-dose activity change, negative = cytotoxicity, actives largely listed as inhibitors. HEK 293 viability, ATP luminescence (CellTiter-Glo), 48-72 h; note: potency is the fitted concentration of half-maximal effect; nearly all actives have a fitted effect of over 60% in size
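Cells seeded first (HEK 293, 250 cells/well), then compound added by pintool. Incubation ran 48 or 72 hr at 37 degree Celsius. CellTiter-Glo was added and luminescence imaged after 10 min at room temperature.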
NIH3T3 tox: NIH 3T3 cell cytotoxicity; NIH 3T3 viability, CellTiter-Glo ATP luminescence, 48-72 h; Potency, µM (series often up to 96.7 µM), inactives show at the highest dose activity change, negative = cytotoxicity, most hits filed as inhibitors; hit rate 4.3% among 94,000; AID 1345082; note: potency is the fitted concentration of half-maximal effect; nearly all actives have a fitted effect of over 55% in size
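First NIH 3T3 cells are plated at 400 cells/well; next compound is pinned in; then plates incubate 48 or 72 hr at 37 °C; finally CellTiter-Glo is added and luminescence read after 10 min.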
The depositor's hits bear a star; i = inactive; u = inconclusive; x = not tested or not shown; & = joins results of further samples; ! = a repeat was not active; [ ] = another dose, or the depositor's remark. Unless noted, calls come from the whole dose curve; as a rule, active = well fitted curve in the direction sought with a large enough effect; inconclusive = small, poorly fitted or top-dose-only effect, or another doubt; inactive = no such curve, though single readings can be large; an effect the other way counts as inactive or inconclusive. Unless noted, % is set by controls: 0 for no effect and ±100 for the full control effect.

#	Compound	IP6K1 inhibitor	SNCA expr inh	GPT2 inh	FLuc inh
1	CC(C)CN1C(=O)c2cccn2CC1C(=O)NCCN1CCOCC1 (centres undefined)	-3	-4%	-4%	-2%
2	Cc1nn(-c2ccc(C(C)(C)C)cc2)c(C)c1[C@@H]1C=C[C@@H](NC(=O)c2cccs2)C1	1	18%[87.6 µM]	1%[88.5 µM]	20µM*
3	Cc1cc(C)n(CCC(=O)N[C@@H]2[C@@H]3CCO[C@@H]3[C@@H]2C2CCCC2)c(=O)n1	0	u	i	-3%
4	Cc1ccc(CNC(=O)c2ccc(-c3nnc4ccc(NC(=O)C5CCC5)cn34)cc2)cc1	6	1%	-5%	-10%
5	COc1cccc([S+](=O)([O-])N2CCC3(C2)C(=O)N(Cc2ccccc2)c2ccccc23)c1 (centres undefined)	8	-28%	i	-6%
6	COC(=O)N1CCCC1C(=O)N1CCC2(CC1)CC(=O)Nc1ccccc1O2 (centres undefined)	0	-7%	4%	x
7	COCCCNc1nc2c(S(=O)(=O)c3ccccc3)nnn2c2ccc(Cl)cc12	8	-26%	x	x
8	COc1ccc(N2CCN(Cc3nnc(-c4ccc5c(c4)OCO5)o3)CC2)cc1	15	1%	x	x
9	COc1ccc(C(=O)N2CCC3(CC2)N(C)C(=O)CS3(=O)=O)cn1	-1	-5%	i	-1%
10	COc1ccc(F)cc1-c1ccc(CN2CCC(N[S+](=O)([O-])c3ccc(C)cc3)C2)cc1 (centres undefined)	-3	x	x	x
11	COc1cccc2c1NC(=O)CC2C(=O)N1CCc2c(nc[nH]c2=O)C1 (centres undefined)	20	7%	i	6%
12	Cc1cccc(N2CCN(C(=O)CCc3c(C)nc4ncnn4c3C)CC2)c1C	14	-12%	x	x
13	COc1cccc(-c2ccc(NC(=O)C3CCCN3C(=O)C3(C)CC3)cc2)c1 (centres undefined)	3	82%[activator]	-17%	u
14	CNC(=O)[C@@H]1C[C@@H](O)CN1C1CCN(C(=O)c2ccccc2)CC1	13	4%	i	6%
15	Cc1cccc(-c2noc(-c3ccc(NCc4ccccc4)c([N+](=O)[O-])c3)n2)c1	-6	24%	x	x

#	SNCA viab count	HEK293 tox	NIH3T3 tox
1	7%	1%	3%
2	u	35µM*	u
3	5%	i	3%
4	-3%	-3%	0%
5	-19%	u	-30%
6	4%	-1%	-26%
7	2%	x	x
8	-3%	x	x
9	-9%	i	4%
10	x	32µM*	28µM*
11	-3%	-7%	-30%
12	3%	x	x
13	5%	-21%	-2%
14	5%	i	i
15	3%	x	x

Some values from the entries so far.
Under FLuc inh, no. 1 has the entry -2%
Under SNCA expr inh, no. 5 has the entry -28%

Profiles, quoted from the list. Order of values: IP6K1 inhibitor	SNCA expr inh	GPT2 inh	FLuc inh	SNCA viab count	HEK293 tox	NIH3T3 tox
Entry for `COc1ccc(F)cc1-c1ccc(CN2CCC(N[S+](=O)([O-])c3ccc(C)cc3)C2)cc1` (centres undefined) : -3	x	x	x	x	32µM*	28µM*
Entry for `Cc1ccc(CNC(=O)c2ccc(-c3nnc4ccc(NC(=O)C5CCC5)cn34)cc2)cc1` : 6	1%	-5%	-10%	-3%	-3%	0%
Entry for `COc1ccc(N2CCN(Cc3nnc(-c4ccc5c(c4)OCO5)o3)CC2)cc1` : 15	1%	x	x	-3%	x	x

The list goes on:
#	Compound	IP6K1 inhibitor	SNCA expr inh	GPT2 inh	FLuc inh
16	O=C(N[C@@H]1CCOC[C@H]1Oc1cccc(F)c1)c1ccc(-n2ccnc2)cc1	8	-27%	-55%[11.5 µM]	4%
17	CC(=O)Nc1ccc(Nc2ncnc3sc4c(c23)CCCC4)cc1	-18	80%[activator]	x	x
18	Cc1cccc(CC(=O)N(C)CC2CCOCC2)c1	21	2%	-13%	2%
19	COc1cccc(-c2ccc(C(=O)N3CCC(NC(=O)c4ccc(C(F)(F)F)cc4)CC3)cc2)c1	-6	19%	i	x
20	COc1ccc(-c2cc(C(F)(F)F)nc(SCCC(=O)Nc3cccc(O)c3)n2)cc1	19	u	x	x
21	COc1cc(NC(=O)COCc2cc(-c3ccc(F)cc3)on2)cc(OC)c1OC	-10	-19%	x	x
22	Cc1cccc(C(=O)N2CC(N(Cc3cccnc3)S(C)(=O)=O)C2)c1	9	-14%	0%	-9%
23	COc1ccc(OCc2nc(C3CN(C(=O)Cc4ccccc4F)C3)no2)cc1	0	-26%	i	-12%
24	CCC(C(=O)NCc1nnc2ccc(-c3ccc(OC)cc3)nn12)c1ccccc1 (centres undefined)	10	15%	i	7%
25	C#CCNC(=O)c1cccc(-c2ccc(OC)nn2)c1	4	x	x	x
26	COCCOC1CN(C2CCN(C(=O)c3ccc(C)s3)CC2)C12CCCCC2 (centres undefined)	3	21%	i	2%
27	COc1ccc(OC)c(NC(=O)CSc2nc(=O)n(CCN(C)C)c3c2CCC3)c1	9	22%	x	x
28	Cn1ncc2c(C(=O)NC3CCCCCC3)cc(C(C)(C)C)nc21	9	u	i	x
29	O=C(NCc1ccc(F)cc1)N1CCC2(CC1)N(CC1CC1)C(=O)CS2=O (centres undefined)	-7	-29%	i	13%
30	Cc1ncsc1C(=O)N1CCC2(CCCN(CC3CCCCC3)C2=O)C1 (centres undefined)	3	-26%	i	0%

#	SNCA viab count	HEK293 tox	NIH3T3 tox
16	4%	-25%	-16%
17	-28%	x	x
18	-1%	3%	i
19	-8%[12.5 µM]	u	-11%
20	-15%	x	x
21	8%	x	x
22	1%	7%	i
23	-14%	u	u
24	1%	-14%	1%
25	x	-8%[172 µM]	u
26	-3%	0%	-21%
27	-17%	x	x
28	2%[12.5 µM]	35µM*	u
29	0%	i	i
30	-5%	-8%	-16%

Continuation.
#	Compound	IP6K1 inhibitor	SNCA expr inh	GPT2 inh	FLuc inh
31	Fc1ccc(C2CCNC[C@H]2COc2ccc3c(c2)OCO3)cc1 (some centres undefined)	-5	x	3%	x
32	CC(=O)N1CCc2cc(Br)cc(S(=O)(=O)N3CCN(c4cc(C)ccc4C)CC3)c21	-2	1%	x	x
33	CS(=O)(=O)NCC(c1ccco1)N1CCN(c2ccc(F)cc2)CC1 (centres undefined)	7	-8%	x	x
34	O=C(c1ccc(Cl)cc1)n1nc(-c2ccco2)nc1NCc1cccs1	-10	-6%	x	x
35	COc1ccc(CN2CCc3nc(C(=O)Nc4ccc(Cl)cc4)oc3CC2)cn1	-3	6%[87.6 µM]	0%[88.5 µM]	u
36	Cc1cc(C)n(-c2nnc(Nc3ccc(C)c(Cl)c3)c3ccccc23)n1	2	5%	x	x
37	Cc1cn2c(=O)cc(COc3ccccc3NC(=O)c3ccco3)nc2s1	-1	-11%	x	x
38	COCCNC(=O)C1CN(c2ccccc2)C(=O)N1 (centres undefined)	3	25%[87.6 µM]	i	-6%[172 µM]
39	Cc1cnc(C(=O)N2CCCCCCNC(=O)[C@@H]3C[C@@H](C(=O)N4CCc5ccccc5C4)C[C@@H]32)cn1	7	2%	-12%	-15%
40	CCCNC(=O)CCc1nnc2ccc(N3CCN(c4cccc(OC)c4)CC3)nn12	5	7%	x	x
41	CC(C(=O)N1CCc2onc(-c3ccc(F)c(F)c3)c2C1)n1ccnc1 (centres undefined)	13	6%	2%	-3%
42	CCCNC(=O)CC1Sc2ncccc2N(CC)C1=O (centres undefined)	2	0%	-9%	-2%
43	O=C1N(CCc2ccccc2)c2ccccc2C12CCN(CC1CC1)C2 (centres undefined)	2&16	u	i	3%
44	CC1(C)SC2C(NC(=O)[C@H](NC(=O)N3CCNC3=O)c3ccccc3)C(=O)N2C1C(=O)O (some centres undefined)	-4	x	i	x
45	Cc1ccc(Cn2c(CNC(=O)CCc3ccccc3)nc3cccnc32)cc1	23	-6%	x	x

#	SNCA viab count	HEK293 tox	NIH3T3 tox
31	u	x	x
32	-15%	x	x
33	7%	x	x
34	1%	x	x
35	-19%[87.6 µM]	u	u
36	8%	x	x
37	-6%	x	x
38	10%[87.6 µM]	-13%[172 µM]	-12%[138 µM]
39	u	u	-22%
40	-9%	x	x
41	-2%	-24%	u
42	10%	4%	i
43	u	40µM*!	u
44	-10%	x	x
45	-21%	x	x

Two compounds from above, showing only IP6K1 inhibitor.
nr | mol | IP6K1 inhibitor
40 | CCCNC(=O)CCc1nnc2ccc(N3CCN(c4cccc(OC)c4)CC3)nn12 | 5
41 | CC(C(=O)N1CCc2onc(-c3ccc(F)c(F)c3)c2C1)n1ccnc1 (centres undefined) | 13

(next part)
#	Compound	IP6K1 inhibitor	SNCA expr inh	GPT2 inh	FLuc inh
46	Cc1nonc1OCCNC(=O)C1CCC(=O)N(CCN2CCOCC2)C1 (centres undefined)	37	-2%	-3%	-1%
47	COc1ccccc1-c1cccc(CN2CCC(N[S+](C)(=O)[O-])CC2)c1	2	4%	i	x
48	CC1=NS(=O)(=O)N(Cc2ccccc2)C=C1C(=O)OCc1noc(-c2cccc(F)c2)n1	1	-14%	i	-1%
49	O=C(NCc1ccccc1F)C1CCN(C(=O)c2ncn3c2COC(c2ccccc2)C3)CC1 (centres undefined)	0	50%[activator]	i	10µM*
50	Oc1ccc(-c2nc(C3CC3)nc3c2CCN(Cc2cccc(F)c2)CC3)cc1	4	-26%	i	-5%
51	COc1cccc(-c2ccc(C(=O)NCCNC(=O)c3ccc(C)cc3)cc2)c1	9	x	x	x
52	COc1cccc(Cc2nc(C3CC(=O)N(Cc4ccccc4OC)C3)no2)c1 (centres undefined)	-1	-3%	i	-8%
53	O=C1CCN(S(=O)(=O)c2ccccc2)CCCN(Cc2ccc3[nH]ccc3c2)CCN1	5	-17%	-7%	1%
54	CC(=O)N1CCC(Cc2ccc(CN(C(=O)c3cccs3)C3CC3)cc2)CC1	1	-12%	i	x
55	COc1ccc(NC(=O)c2ccco2)cc1NC(=O)COc1ccc(C)cc1C	24	2%	x	x
56	Cc1cccc(Cn2c(C)c(C)c3cc(C(=O)NCc4ccco4)ccc32)c1	27	-1%	x	x
57	CS(=O)(=O)N(Cc1cccnc1)C1CN(C(=O)c2ccc3ccccc3n2)C1	24	5%	0%	1%
58	COCC1CN(C(=O)c2cc(Cl)ccc2OC)CC12CCNCC2 (centres undefined)	9	-4%	2%	-2%

#	SNCA viab count	HEK293 tox	NIH3T3 tox
46	-3%	-4%	1%
47	-2%	u	u
48	-12%	u	u
49	-3%	5%	-1%
50	-2%	u	u
51	x	u	-25%
52	0%	u	u
53	14%	-14%	-17%
54	-7%	u	u
55	-2%	x	x
56	-16%	x	x
57	-3%	-2%	-12%
58	-8%	1%	2%

A portion of the library, so the mix of outcomes need not match the whole.
